Compound activity from PubChem.
Yeast superoxide: reduction of superoxide in aged yeast, primary screen, HTS | S. cerevisiae aged cells, superoxide DHE fluorescence; active compounds read low | superoxide response (% of plate mean), % at 10 µM | hit rate 0.18% among 330,000 | AID 2690, 2010;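 active means superoxide response under a set limit, about three screen SD below normal, cut at about 65% in these data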;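 further: yeast aged for seven days with compound at 30 °C before DHE staining; 100% = average MFI of all compound-treated wells on the plate with controls excluded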
AGP1-GFP MLPCN: modulators of AGP1-GFP expression in yeast TOR pathway, primary screen, cell-based, multiplex flow cytometry, S. cerevisiae, MLPCN library | 3 h; GFP as percent of DMSO wells | GFP response vs DMSO, % at 10 µM | hit rate 0.02% among 320,000;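 active means GFP response relative to DMSO above a set limit, near screen average plus 3 SD, cut at about 150% in these data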;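 further: median GFP channel fluorescence of the gated AGP1 strain per well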
VLA-4 inh: inhibition in human VLA-4 binding assay, primary screen, VLA-4 allosteric modulator project, MLPCN library, flow cytometry, VLA-4 expressing cells; Integrin alpha-4 (Homo sapiens), P13612; ligand binding flow cytometry; inhibition, % (about 7 µM as worked out from the volumes in the protocol); hit rate 0.2% among 330,000; AID 2557, 2010; in the data active means inhibition above about 50%
Target sequence (P13612 whole entry, looked up): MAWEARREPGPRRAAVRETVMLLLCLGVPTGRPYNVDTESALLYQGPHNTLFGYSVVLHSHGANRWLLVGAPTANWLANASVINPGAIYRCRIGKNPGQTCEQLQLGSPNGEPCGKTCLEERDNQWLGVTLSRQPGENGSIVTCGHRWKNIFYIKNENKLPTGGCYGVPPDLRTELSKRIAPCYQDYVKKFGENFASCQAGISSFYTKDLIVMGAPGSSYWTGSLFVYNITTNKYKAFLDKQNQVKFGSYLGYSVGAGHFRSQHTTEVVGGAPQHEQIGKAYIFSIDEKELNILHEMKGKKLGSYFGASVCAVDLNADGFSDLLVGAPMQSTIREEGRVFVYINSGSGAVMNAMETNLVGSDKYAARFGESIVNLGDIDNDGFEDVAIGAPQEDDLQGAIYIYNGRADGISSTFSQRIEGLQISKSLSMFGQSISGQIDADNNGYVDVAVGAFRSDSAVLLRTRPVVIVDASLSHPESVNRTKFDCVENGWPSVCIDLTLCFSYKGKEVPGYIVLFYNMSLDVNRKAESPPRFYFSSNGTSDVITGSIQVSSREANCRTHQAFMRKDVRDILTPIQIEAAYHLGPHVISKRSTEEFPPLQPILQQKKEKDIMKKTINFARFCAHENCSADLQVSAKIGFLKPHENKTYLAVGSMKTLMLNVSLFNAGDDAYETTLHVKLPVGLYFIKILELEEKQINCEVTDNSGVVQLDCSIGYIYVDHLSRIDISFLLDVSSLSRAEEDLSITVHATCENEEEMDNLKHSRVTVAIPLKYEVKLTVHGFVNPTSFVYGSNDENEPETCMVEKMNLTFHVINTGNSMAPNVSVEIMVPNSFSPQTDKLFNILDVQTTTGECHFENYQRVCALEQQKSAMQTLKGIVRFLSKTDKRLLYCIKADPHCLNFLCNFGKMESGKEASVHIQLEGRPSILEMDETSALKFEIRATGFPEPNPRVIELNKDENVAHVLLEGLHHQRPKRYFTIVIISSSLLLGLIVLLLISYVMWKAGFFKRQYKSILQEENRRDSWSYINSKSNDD
LAP4 TOR yeast: modulators of LAP4-GFP expression in yeast, primary screen, S. cerevisiae, multiplex flow cytometry, MLPCN library; GFP response vs DMSO, % at 10 µM; hit rate 0.34% among 320,000; 3 h; median GFP as percent of DMSO wells;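 active means GFP response vs DMSO above a set limit, about the screen mean plus 3 SD, cut at about 150% in these data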
CIT2-GFP yeast: modulators of CIT2-GFP expression in yeast, primary screen, S. cerevisiae, GFP fusion, multiplex flow cytometry, MLPCN library. GFP response vs DMSO, % at 10 µM. AID 2029, 2009. hit rate 0.065% among 320,000. S. cerevisiae CIT2-GFP strain, 3 h; 100 means same as DMSO wells;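 active means GFP response relative to DMSO above a set limit, near the screen mean plus 3 SD, cut at about 150% in these data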;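 further: ratio of well median GFP fluorescence to mean of DMSO wells on the plate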
RPL19A-GFP yeast: RPL19A-GFP expression modulators in yeast, primary screen, cell-based, S. cerevisiae, multiplex flow cytometry, MLPCN | S. cerevisiae RPL19A-GFP strain, 3 h; active compounds read low | percent response vs DMSO, % at 10 µM | hit rate 0.3% among 330,000 | AID 2025, 2009;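 active means percent response vs DMSO below 50%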;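 further: median channel GFP fluorescence of the barcoded RPL19A-GFP strain; ratio of sample median GFP to plate DMSO average so 100% = DMSO; lower means less RPL19A-GFP as with rapamycin TOR inhibition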
GRK2 aptamer HTS: compounds blocking aptamer binding on GRK2 – biochemical, human GRK2, bead flow cytometry, HTS, primary screen; Beta-adrenergic receptor kinase 1 (Homo sapiens), P25098; inhibition of aptamer binding, % at 10 µM; hit rate 0.59% among 330,000; FAM-aptamer displacement from GRK2;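 active means inhibition of aptamer binding above 40%, roughly 3 SD of noise, on plates passing a quality check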;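 further: median bead fluorescence of bound FAM aptamer so fluorescent compounds give negative values; no value below 0 was filed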
MEP2 TOR yeast: modulators of MEP2-GFP levels in yeast, primary screen, S. cerevisiae, multiplex flow cytometry, MLPCN library; hit rate 0.51% among 330,000; AID 2016, 2009; GFP response vs DMSO, % at 10 µM; S. cerevisiae MEP2-GFP strain, 3 h; 100% = DMSO control level;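 active means GFP response versus DMSO above a set limit, roughly screen mean plus 3 SD, cut at about 180% in these data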;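 further: median GFP fluorescence of the barcode-gated MEP2-GFP cells per well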
* hit, by the source's call; · = not tested or not shown.

SMILES | Yeast superoxide | AGP1-GFP MLPCN | VLA-4 inh | LAP4 TOR yeast | CIT2-GFP yeast | RPL19A-GFP yeast | GRK2 aptamer HTS | MEP2 TOR yeast
N=c1n(CC(=O)c2ccc(Br)s2)c2ccccc2n1Cc1ccccc1 | 111 | 96 | 14 | 102 | 86 | 104 | 5 | 105
Cc1ccc(Cn2cnc3sc4c(c3c2=O)CCC4)c(C)c1 | 107 | 103 | 10 | 107 | 102 | 108 | 3 | 113
Cc1ccc(NC(=O)c2ccc(C)c(NC3=NC4CS(=O)(=O)CC4S3)c2)cc1C (stereo unspecified) | 97 | 113 | 28 | 105 | 110 | 109 | 0 | 108
Cc1cc(C(C)(C)C)cc(S(=O)(=O)NCCc2ccncc2)c1C | 99 | 94 | -5 | 86 | 99 | 100 | 0 | 104
CCOc1ccc(NC(=O)c2sc3nc(C)nc(N4CCOCC4)c3c2C)cc1 | 99 | 95 | 1 | 101 | 96 | 100 | 1 | 103
COc1cccc(-c2ccc3c(N)c(C(=O)NC4CC4)sc3n2)c1 | 110 | 88 | -4 | 127 | 76 | 92 | 3 | 97
OCCN1CCN(CC(O)COc2ccc(-c3ccccc3)cc2)CC1 (stereo unspecified) | 107 | 97 | 9 | 96 | · | 101 | 0 | 97
CN(C)c1ccc(/C=N/NC(=O)c2nnn(-c3nonc3N)c2COc2ccc(F)cc2)cc1 | 105 | 111 | 7 | 126 | 100 | 109 | 0 | 115
CCCCOc1ccc(/C(O)=C2/C(=O)C(=O)N(Cc3cccnc3)C2c2ccncc2)c(C)c1 (stereo unspecified) | 109 | 102 | 11 | 111 | 103 | 104 | 0 | 114
COc1ccc(S(=O)(=O)N(C)c2ccc(C(=O)N3CCOCC3)cc2)cc1OC | 86 | 92 | 8 | 91 | 95 | 89 | 0 | 104
COCCSc1ccccc1C(=O)N1CCN(Cc2ccccc2)CC1 | 90 | 103 | -8 | 97 | 102 | 105 | 0 | 106
CCOC(=O)c1cc(S(=O)(=O)NCCc2ccc(OC)c(OC)c2)cn1C | 93 | 104 | 16 | 108 | 104 | 101 | 0 | 106
CCOC(=O)CN1C(=O)N[C@@H](CCc2ccccc2)[C@@H](C(=O)OC)[C@H]1C | 113 | 88 | 5 | 104 | 87 | 102 | 3 | 91
CCN1CCc2c(OCC(=O)Nc3cccc(C)c3)cccc2C1=O | 102 | 100 | -7 | 98 | 103 | 101 | 2 | 102
COc1ccc(NC(=S)N2CCN(c3ncccn3)CC2)c(OC)c1 | 83 | 103 | -5 | 105 | 100 | 99 | · | 103
CCn1c2ccccc2c2nnc(SCCCn3c(=O)[nH]c4ccccc43)nc21 | 101 | 100 | 5 | 92 | 100 | 95 | 0 | 98
CC(=O)Nc1sc(N/N=C\c2ccco2)nc1-c1cccs1 | 102 | 109 | -44 | 101 | 105 | 103 | 0 | 108
COc1ccc(CCn2c(N)cc(=O)[nH]c2=O)cc1OC | 90 | 98 | 0 | 97 | 96 | 106 | 16 | 92
Cc1ncc([N+](=O)[O-])n1CC(=O)Nc1ccc(F)cc1 | 106 | 101 | 12 | 89 | 107 | 102 | 0 | 98
CCn1c(SCC(=O)OC(C)C)nnc1-c1ccccc1OC | 92 | 98 | -3 | 101 | 96 | 96 | 1 | 98
O=C(c1ccc([N+](=O)[O-])cc1)N1CCc2ccccc21 | 105 | 102 | -1 | 120 | 92 | 94 | 0 | 96
CCOC(=O)c1ccc(NC(=S)NCCc2ccc(OC)c(OC)c2)cc1 | 92 | 104 | -11 | 94 | 108 | 94 | 0 | 86
COc1ccc(-c2nc(N)n(C(=O)c3cccs3)n2)cc1 | 92 | 90 | -5 | 98 | 97 | 101 | 0 | 105
COCc1cccc(C2=CC(=O)C[C@H](c3ccc(OC)cc3)C2)c1 | 92 | 97 | 5 | 106 | 94 | 96 | 4 | 96
COc1ccc(C2=NCN(c3ccc(C)cc3)C(=S)N2)cc1 | 86 | 91 | -3 | 97 | 89 | 90 | 0 | 94
COc1cc2c(cc1NC(=O)CSc1nc3ccc(C)cc3[nH]1)oc1ccccc12 | 107 | 99 | -17 | 94 | 99 | 98 | 0 | 96
CC1=C(C)CC(C(=O)NC2CCN(C(C)C)CC2)C(C(=O)O)C1 (stereo unspecified) | 89 | 99 | 11 | 99 | 96 | 97 | 6 | 100
CC(C)c1ccc(NC(=O)N2CCC(c3nc4ccccc4o3)CC2)cc1 | 119 | 101 | 8 | 114 | 96 | 100 | 0 | 105
O=C(Nc1ccc([N+](=O)[O-])cc1)Nc1ccc2[nH]c(=O)[nH]c2c1 | 78 | 31 | 5 | 94 | 97 | 93 | 2 | 100
C=CCn1nnnc1-c1cc(Cl)cc(Cl)c1 | 98 | 101 | -13 | 92 | 99 | 97 | 2 | 99
O=C(NC1(C(F)(F)F)NC(=O)N(Cc2cccnc2)C1=O)c1ccc(F)cc1 (stereo unspecified) | 99 | 106 | -15 | 104 | 113 | 103 | 0 | 106
CCOc1ccccc1NC(=O)CSc1ncnc2c1oc1ccccc12 | 111 | 90 | · | 95 | 101 | 96 | 3 | 91
CCOc1cc(NC(=S)NC)c(OCC)cc1NC(=O)c1ccc(OC)cc1 | 92 | 104 | -1 | 107 | 101 | 96 | 0 | 102
O=C1Nc2ccccc2C1Cc1ccccc1 (stereo unspecified) | 104 | · | -1 | · | · | 107 | 0 | 109
Cc1c(CN2CCC(n3nccc3NC(=O)C3CCOC3)CC2)[nH]c2ccccc12 (stereo unspecified) | 88 | 87 | -5 | 66 | 109 | 103 | 4 | 91
Cn1c(N)c(C(=O)COC(=O)c2ccc(Br)o2)c(=O)n(C)c1=O | 97 | 101 | 4 | 103 | 102 | 102 | 5 | 109

Three neighbouring entries out of the list so far, for reference:
SMILES | Yeast superoxide | AGP1-GFP MLPCN | VLA-4 inh | LAP4 TOR yeast | CIT2-GFP yeast | RPL19A-GFP yeast | GRK2 aptamer HTS | MEP2 TOR yeast
O=C1Nc2ccccc2C1Cc1ccccc1 (stereo unspecified) | 104 | · | -1 | · | · | 107 | 0 | 109
Cc1c(CN2CCC(n3nccc3NC(=O)C3CCOC3)CC2)[nH]c2ccccc12 (stereo unspecified) | 88 | 87 | -5 | 66 | 109 | 103 | 4 | 91
Cn1c(N)c(C(=O)COC(=O)c2ccc(Br)o2)c(=O)n(C)c1=O | 97 | 101 | 4 | 103 | 102 | 102 | 5 | 109

Next section
SMILES | Yeast superoxide | AGP1-GFP MLPCN | VLA-4 inh | LAP4 TOR yeast | CIT2-GFP yeast | RPL19A-GFP yeast | GRK2 aptamer HTS | MEP2 TOR yeast
CC(=O)c1ccc(NC(=S)Nc2ccc(N3CCOCC3)cc2)cc1 | 115 | 93 | 4 | 101 | 91 | 90 | 5 | 86
CCOCCCNC(=O)C(NC(=O)c1ccc(NC(C)=O)cc1)c1ccccc1 (stereo unspecified) | 61* | 94 | -1 | 85 | 95 | 99 | 1 | 97
Cc1noc(C)c1CSCC(=O)Nc1cc(C(F)(F)F)ccc1N1CCOCC1 | 108 | 106 | 7 | 106 | 107 | 105 | 0 | 99
O=C(CCl)Nc1sccc1C(=O)c1ccccc1 | 77 | · | 8 | · | · | 100 | 0 | 109
CCOC(=O)c1cccnc1SCC(=O)N(CC)c1cccc(C)c1 | 103 | 102 | -4 | 101 | 101 | 97 | 0 | 104
O=C(COC(=O)c1ccc(F)cc1)NCc1ccc(F)cc1 | 93 | 99 | -3 | 103 | 92 | 99 | 8 | 102
Fc1ccc(Oc2nnnn2-c2ccccc2)cc1 | 106 | 99 | 1 | 102 | 102 | 95 | 1 | 94
Cc1c(CC(=O)O)c(=O)oc2cc(OCc3ccc(F)cc3F)ccc12 | 89 | 98 | -6 | 94 | 102 | 103 | 3 | 102
Cc1ccc(C(=O)COC(=O)c2nc3nccc(C)n3n2)c(C)c1 | 88 | 97 | 16 | 110 | 95 | 96 | 0 | 98
Cc1cccc(OCCC(=O)OCC(=O)Nc2c(C)nn(-c3ccccc3)c2C)c1 | 100 | 113 | -2 | 99 | 116 | 105 | 1 | 106
C/C(Cn1cnc([N+](=O)[O-])n1)=N/NC(=O)COc1c(Cl)cc(Cl)cc1Cl | 97 | 101 | 21 | 107 | 94 | 103 | 0 | 101
Cc1c(C(=O)N/N=C/c2ccccc2)sc(=S)n1C | 109 | 98 | 7 | 101 | 99 | 98 | 0 | 99
CNc1nc(-c2ccc([N+](=O)[O-])cc2)cs1 | 100 | 97 | -5 | 96 | 95 | 101 | 3 | 98
CC(=O)N(C)c1nnc(-c2ccccn2)s1 | 94 | 95 | 18 | 96 | 98 | 98 | 2 | 108
CCOc1ccc(-n2c(Cc3cc(=O)[nH]c(=O)[nH]3)nnc2SCC(=O)NC2CCCC2)cc1 | 91 | 106 | -4 | 101 | 101 | 100 | 5 | 109
O=C(COC(=O)c1ccc[nH]c1=O)NC1CCCC1 | 94 | 101 | 19 | 91 | 102 | 98 | 3 | 92
CC(OC(=O)C1CCC(=O)N1)C(=O)Nc1cc(Cl)cc(Cl)c1 (stereo unspecified) | 91 | 102 | 14 | 104 | 95 | 106 | 0 | 105
Cc1occc1C(=O)N/N=C/c1ccc(Cl)c([N+](=O)[O-])c1 | 105 | 99 | 19 | 101 | 98 | 101 | 0 | 101
COc1ccc(S(=O)(=O)Nc2cc(C(C)C)c(O)cc2C)cc1 | 99 | 106 | -4 | 107 | 105 | 100 | 1 | 99
O=C(CC1C(=O)NCCN1Cc1ccc(Cl)c(F)c1)NCCc1cccnc1 (stereo unspecified) | 106 | 102 | -5 | 105 | 112 | 99 | 0 | 96
CN1C(=O)c2ccccc2N(C)C1c1ccc2c(c1)OCO2 (stereo unspecified) | 89 | 100 | 3 | 94 | 97 | 98 | 0 | 94
COc1ccc(C(=O)C[n+]2cccc(Br)c2)cc1 | 95 | 107 | -2 | 106 | 106 | 98 | 5 | 91
COc1ccc(CC(=O)NCc2csc(-c3cccs3)n2)cc1OC | 96 | 108 | 0 | 112 | 96 | 103 | 1 | 109
COc1ccc(N/C=C\C(=O)c2ccc3c(c2)OCO3)cc1 | 99 | 100 | 12 | 95 | 99 | 96 | 1 | 98
CCCCCn1c(CN2CCN(C(=O)OCC)CC2)nc2c1c(=O)n(C)c(=O)n2C | 122 | 100 | 13 | 93 | 95 | 95 | 0 | 94
COc1ccc(C2C3=C(OC(C)=O)c4ccccc4C3=Nc3c2c(=O)n(C)c(=O)n3C)cc1 (stereo unspecified) | 83 | 100 | 1 | 109 | 103 | 95 | 1 | 99
CCc1nonc1NC(=O)c1oc2cc(C)c(C)cc2c1C | 108 | 98 | 25 | 96 | 90 | 97 | 2 | 100

In the list so far, these have a COOH group.
SMILES | Yeast superoxide | AGP1-GFP MLPCN | VLA-4 inh | LAP4 TOR yeast | CIT2-GFP yeast | RPL19A-GFP yeast | GRK2 aptamer HTS | MEP2 TOR yeast
CC1=C(C)CC(C(=O)NC2CCN(C(C)C)CC2)C(C(=O)O)C1 (stereo unspecified) | 89 | 99 | 11 | 99 | 96 | 97 | 6 | 100
Cc1c(CC(=O)O)c(=O)oc2cc(OCc3ccc(F)cc3F)ccc12 | 89 | 98 | -6 | 94 | 102 | 103 | 3 | 102

A draw from above in order of molecular weight, high to low:
SMILES | Yeast superoxide | AGP1-GFP MLPCN | VLA-4 inh | LAP4 TOR yeast | CIT2-GFP yeast | RPL19A-GFP yeast | GRK2 aptamer HTS | MEP2 TOR yeast
COc1ccc(CC(=O)NCc2csc(-c3cccs3)n2)cc1OC | 96 | 108 | 0 | 112 | 96 | 103 | 1 | 109
COc1ccc(S(=O)(=O)Nc2cc(C(C)C)c(O)cc2C)cc1 | 99 | 106 | -4 | 107 | 105 | 100 | 1 | 99
CN1C(=O)c2ccccc2N(C)C1c1ccc2c(c1)OCO2 (stereo unspecified) | 89 | 100 | 3 | 94 | 97 | 98 | 0 | 94
